# Screens (PubChem BioAssay)
# FBW7 activator = FBW7 E3 ligase activators, primary screen, biochemical, AlphaScreen, human; F-box/WD repeat-containing protein 7 (Homo sapiens), Q969H0; normalized activity (activation), % at 26.1 µM; AlphaScreen FBW7–phospho-cyclin E peptide binding, activator screen; AID 1259310, 2017; 650,000 tested, 0.13% active; in the data active = normalized activity above about 1.9%;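 note: purified mutant Fbw7 with reduced substrate affinity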
# Target sequence (Q969H0 whole entry, looked up): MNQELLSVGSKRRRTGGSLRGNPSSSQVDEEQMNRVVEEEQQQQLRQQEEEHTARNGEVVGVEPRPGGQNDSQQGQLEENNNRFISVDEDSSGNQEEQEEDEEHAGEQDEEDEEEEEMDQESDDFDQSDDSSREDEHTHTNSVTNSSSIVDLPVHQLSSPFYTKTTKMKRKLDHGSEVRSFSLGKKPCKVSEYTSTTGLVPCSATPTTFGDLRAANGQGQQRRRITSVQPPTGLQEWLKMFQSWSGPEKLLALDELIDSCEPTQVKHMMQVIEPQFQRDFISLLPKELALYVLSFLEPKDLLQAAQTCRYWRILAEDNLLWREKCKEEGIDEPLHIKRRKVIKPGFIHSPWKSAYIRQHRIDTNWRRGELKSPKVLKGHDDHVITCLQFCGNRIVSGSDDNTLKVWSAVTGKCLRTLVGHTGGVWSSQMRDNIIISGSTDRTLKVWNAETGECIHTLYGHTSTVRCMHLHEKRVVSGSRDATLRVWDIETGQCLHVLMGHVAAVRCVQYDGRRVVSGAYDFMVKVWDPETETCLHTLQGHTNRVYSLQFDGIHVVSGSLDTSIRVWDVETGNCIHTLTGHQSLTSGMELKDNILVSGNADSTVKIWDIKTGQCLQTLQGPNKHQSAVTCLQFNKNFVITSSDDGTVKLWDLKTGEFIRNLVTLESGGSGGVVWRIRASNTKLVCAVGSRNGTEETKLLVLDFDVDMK
# TEAD-YAP block = TEAD-YAP interaction inhibition, primary screen, TEAD-YAP interaction inhibitor project, luminescence, HEK-TIYL cells. TEAD-Gal4/YAP UAS-luciferase luminescence. 640,000 tested, 1.4% active. AID 1259422, 2018. inhibition, % at 9.12 µM; in the data active = inhibition above about 32%;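 note: 0% = median of test compound wells and 100% = reference inhibitor wells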
# MITF primary = MITF inhibitors, primary screen, biochemical, AlphaScreen, human | 650,000 tested, 0.91% active | AlphaScreen MITF homodimerization, bead proximity signal | Microphthalmia-associated transcription factor (Homo sapiens), O75030 | inhibition, % at 2.6 µM; in the data active = inhibition above about 50%;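 note: 0% = vehicle wells with protein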
# GPR151 activ = activators of human GPR151, primary screen, cell-based, PathHunter beta-arrestin, luminescence; activation, % at 11.2 µM; PathHunter beta-arrestin GPR151 cells; 650,000 tested, 1% active; G-protein coupled receptor 151 (Homo sapiens), Q8TDV0; in the data active = activation above about 4.9%;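 note: 0% = median of compound wells and 100% = cells with positive control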
# Active calls of the source: *. Hits appear at their usual frequency. Share with any hit: about 3.4%.
smiles,FBW7 activator,TEAD-YAP block,MITF primary,GPR151 activ
CCOc1ccc(N2C(=O)/C(=C\c3cc(OC)c(OC)c(OC)c3)C(=O)NC2=S)cc1,-0.1,3,5,1.6
COc1cc(SC#N)ccc1N=Cc1c(C)[nH]n(-c2ccc(Br)cc2)c1=O,-0.2,10,-4,-1.0
COc1ccc2c(c1OC)C(=O)NC(C)=C(C(=O)OC(C)(C)C)C2O (stereo not given),0.0,8,-6,12*
O=C(CC(=O)NC1CCCCC1)N/N=C/c1ccc(Cl)cc1Cl,-0.1,0,8,-0.2
O=C(NCCc1ccc(F)cc1)C1CC(=O)N(c2ccccc2)C1 (stereo not given),0.5,7,-2,-1.0
CC(C)CCN1CCOc2ccc(CN3CCC(O)CC3)cc2C1,-0.1,2,4,-0.8
CC(C)N(C(=O)CSc1nnnn1-c1ccc2c(c1)OCO2)C(C)C,0.3,8,16,0.3
O=C(CNC(=O)c1ccc(Br)cc1)OCc1ccc([N+](=O)[O-])cc1,1.0,-17,-1,0.4
C=CCNC(=O)c1cccc(S(=O)(=O)NC(C)C23CC4CC(CC(C4)C2)C3)c1 (stereo not given),0.1,-5,14,2.8
CC1CCN(C(=O)Cn2cc(SCC(=O)N3CCc4ccccc43)c3ccccc32)CC1,0.1,-7,-5,-0.5

# Six compounds drawn at random from those above:
smiles,FBW7 activator,TEAD-YAP block,MITF primary,GPR151 activ
O=C(CNC(=O)c1ccc(Br)cc1)OCc1ccc([N+](=O)[O-])cc1,1.0,-17,-1,0.4
COc1ccc2c(c1OC)C(=O)NC(C)=C(C(=O)OC(C)(C)C)C2O (stereo not given),0.0,8,-6,12*
CCOc1ccc(N2C(=O)/C(=C\c3cc(OC)c(OC)c(OC)c3)C(=O)NC2=S)cc1,-0.1,3,5,1.6
C=CCNC(=O)c1cccc(S(=O)(=O)NC(C)C23CC4CC(CC(C4)C2)C3)c1 (stereo not given),0.1,-5,14,2.8
CC(C)N(C(=O)CSc1nnnn1-c1ccc2c(c1)OCO2)C(C)C,0.3,8,16,0.3
CC(C)CCN1CCOc2ccc(CN3CCC(O)CC3)cc2C1,-0.1,2,4,-0.8

# The list goes on.
smiles,FBW7 activator,TEAD-YAP block,MITF primary,GPR151 activ
CC(C)(Oc1ccc(Cl)cc1)C(=O)Nc1nncs1,0.1,-4,-9,0.3
CC1CC(C)CN(S(=O)(=O)c2ccc(C(=O)Nc3nc(-c4cccs4)cs3)cc2)C1 (stereo not given),0.0,4,-3,-1.4
CN1CCN(c2ccc(-c3cc(C(=O)NCc4cccnc4)ccn3)cc2)CC1,-0.1,2,-1,0.7
COc1ccc(NC(=O)c2cc3n(n2)C(C(F)(F)F)CC(c2ccc(F)cc2)N3)c(OC)c1 (stereo not given),0.1,0,-5,0.3
CC(=O)Nc1ccc(OCC(=O)Nc2ccc(C)cc2)cc1,-0.1,-1,8,-0.5
COc1cccc(C(=O)Nc2ccc(NC(=O)c3ccco3)cn2)c1,-0.2,-33,-3,-0.8
CCCN(C(=O)c1cc(C)ccc1C)c1c(N)n(Cc2ccccc2)c(=O)[nH]c1=O,0.1,6,-3,-1.4
CCOc1cccc(C(=O)Nc2nn3c(-c4ccc(OC)c(OC)c4)nnc3s2)c1,0.1,5,-8,0.7
CCOc1cc(/C=C2/C(=N)N3OC(C)=CC3=NC2=O)cc(Cl)c1OCC,0.2,0,2,0.0
COc1cccc(C(Nc2cc(C)ccn2)c2ccc3cccnc3c2O)c1 (stereo not given),-0.2,80*,32,5.1*
O=C(/C=C/NCc1ccc(F)cc1)c1ccc(Br)cc1,0.2,-5,8,-0.5
CCc1nc2sc(C(c3ccccc3Cl)N3CCC(C(N)=O)CC3)c(O)n2n1 (stereo not given),0.4,5,14,-0.7
CCc1ccc(-n2cnc3cc(C(=O)NC4CCCCCC4)ccc32)cc1,-0.1,-6,-6,0.0
CC1=NCCN1S(=O)(=O)c1ccc2ccccc2c1,-0.1,4,4,-1.3
O=C(Cc1cccs1)Nc1cccc([N+](=O)[O-])c1,-0.1,-12,-8,-1.0
CCOC(=O)c1cnc2ccc(Cl)cc2c1Nc1cccc(C(=O)O)c1,-0.1,6,1,-0.7
CCOC(=O)c1ccc(CN(Cc2ccccc2)S(=O)(=O)c2ccc(Cl)cc2)cc1,0.0,-8,-8,-1.0
N#Cc1cc2cc3c(cc2nc1NCCCNS(=O)(=O)c1ccccc1)OCO3,0.3,4,-31,1.3
Cc1occc1-c1nnc(SCC(=O)N2CC(=O)Nc3ccccc32)n1CC(C)C,0.0,10,6,-0.4
CCOC(=O)C(C(=O)OCC)C(c1ccccc1)C1C(=O)c2ccccc2C1=O (stereo not given),-0.1,-3,-10,1.1
COc1ccccc1C(=O)Nc1cccc(N2CCC(NCCn3ccnc3)CC2)c1,0.1,-5,-5,2.2
Cc1nc(SCC(N)=O)c2ccccc2n1,0.1,3,-14,0.4
COc1cc(NC(=O)CN2C(=O)c3ccccc3S2(=O)=O)c(OC)cc1Cl,0.4,0,13,-0.4
O=C1OC(c2cc(Cl)ccc2Cl)=N/C1=C\c1ccco1,-0.1,-3,-5,-0.1
CCOC(=O)c1ccc2c(c1)C(=O)N(c1ccc([N+](=O)[O-])cc1)C2=O,0.1,-2,-4,0.1
CCc1nn(CCC#N)c(=O)c2cc3oc(C)cc3n12,0.1,1,19,-1.4
OCCNc1nccn2c(-c3ccccc3Oc3ccccc3)cnc12,0.0,-28,8,0.7
Cc1ccc(C)c(S(=O)(=O)c2cnc(=S)[nH]c2N)c1,0.1,1,3,0.2
COc1cc(OC)cc(-c2nc3ccccc3c(=O)n2NC(=O)Cc2ccc(Cl)cc2)c1,-0.1,-1,0,-1.4
CCn1c(SC(C)C(=O)OC)nc2c(c1=O)SC(C)C2 (stereo not given),0.1,2,5,4.1
CC(C)CCNC(=O)c1cc(=O)[nH]c2ccc(S(=O)(=O)N3CCOCC3)cc12,-0.1,7,10,0.1
COc1ccc(CN2CCN(C(=O)c3ccc(S(=O)(=O)c4cccc(Cl)c4)c([N+](=O)[O-])c3)CC2)c(OC)c1OC,0.1,17,13,0.0
O=C(CN1CCc2nc(N3CCCC3)[nH]c(=O)c2C1)N1CCC(Cc2ccccc2)CC1,-0.1,5,6,-0.6
O=C(CC(=O)c1ccccc1)Nc1ccc(F)c(Cl)c1,0.3,-38,7,-1.8
COc1cc(C2NC(C(=O)O)CS2)ccc1OCc1ccc(C)cc1 (stereo not given),-0.1,-41,5,-0.5
CN(C)c1ccc(/C=N\NC(=O)Cc2nnc(N)s2)cc1,-1.1,1,-1,-0.6
O=C(CN(Cc1ccco1)C(=O)CCC(=O)Nc1nccs1)NCCc1ccccc1,0.0,10,-1,-0.1
COC(=O)c1ccc(S(=O)(=O)N2CCc3ccccc32)n1C,0.4,4,3,-2.2
Cc1ccc(NC(=O)/C=C/C(=O)O)c(C)c1,-0.2,0,-16,2.3
O=C(CN1CCOCC1)N1N=C(c2ccc(Br)cc2)CC1c1nc2ccccc2[nH]1 (stereo not given),-0.1,-7,1,1.7
COc1ccc(CN[C@@H]2C[C@@H](C(=O)NC(C)C)N(C(C)C)C2)c(C)c1C,0.1,3,2,1.2
O=C(COc1ccc2c(c1)C(=O)CC1(CCCCC1)O2)NCc1cccnc1,0.1,0,8,-0.7
COc1ccccc1NC(=O)C(=O)c1c(C)[nH]c2ccccc12,0.5,-5,15,-0.2
NS(=O)(=O)c1ccc(N/N=C/c2ccccc2)c([N+](=O)[O-])c1,0.1,9,-17,-0.7
COc1ccc(-c2nc(CSc3nc4ncccc4[nH]3)c(C)o2)cc1,0.3,-1,12,0.1
CCCOc1ccc(/C(O)=C2/C(=O)C(=O)N(CCN(CC)CC)C2c2ccc(Cl)cc2)cc1C (stereo not given),0.1,15,16,-1.3
NC(=O)NNC(=S)Nc1ccc(SC(F)F)cc1,-0.1,2,9,-0.7
COc1cccc(C2NC(=O)NC3=C2C(=O)N(CCN2CCCCC2)C3)c1 (stereo not given),0.0,6,7,1.3
COc1ccccc1-c1cc(C(=O)Nc2ccccc2SC)no1,0.0,-11,0,0.5
O=C(CN1CCN(Cc2ccc(F)cc2Cl)C1=O)NCCc1ccc(Cl)cc1,0.0,2,-3,-0.2

# Further records follow:
smiles,FBW7 activator,TEAD-YAP block,MITF primary,GPR151 activ
CCOC(=O)C1(CCSC)NC(c2ccc(Cl)cc2)C2C(=O)N(C)C(=O)C21 (stereo not given),0.0,-10,-6,0.4
CC(=O)NC(CC(C)C)c1nnc2n1CCN(CC(C)(C)C)CC2 (stereo not given),0.6,-33,2,0.8
O=c1oc2ccc(Br)cc2cc1-c1nnc(-c2ccc(Cl)cc2)o1,0.0,-8,-5,0.2
CC1=C(C(=O)OC(C)C)C(c2cc3c(cc2[N+](=O)[O-])OCO3)C2=C(CCCC2=O)N1 (stereo not given),-1.3,19,-4,-0.1
O=C(CCCCCn1nnc2ccccc2c1=O)NCc1ccc(F)cc1,0.0,-7,0,0.4
CN(CCCNS(=O)(=O)c1ccc2c(c1)OCC(=O)N2)Cc1ccccc1,-0.1,6,3,0.2
Cc1ccccc1OCCNc1cc(N2CCN(S(=O)(=O)c3ccc(Cl)cc3)CC2)ccc1[N+](=O)[O-],0.5,5,6,0.2
CCOC(=O)/C(C#N)=C/c1cccc(OC(F)F)c1,-0.2,-4,14,3.1
CCOc1ccc(-n2c(SCC(=O)Nc3nccs3)nnc2-c2ccncc2)cc1,-0.1,6,-10,-0.5
COc1ccccc1-n1c(SCC(=O)NCc2ccco2)nc2c(sc(=S)n2CCc2ccccc2)c1=O,0.1,0,-5,-0.8
CCOC(=O)C1(CCOc2ccccc2)CCN(C(=O)c2cncs2)CC1,0.1,-8,9,0.7
Cc1noc(C)c1CC(=O)N1CCc2c([nH]c3ccccc23)C1CC(C)C (stereo not given),0.0,-48,6,-0.8
CCCCOc1ccc(S(=O)(=O)NCCCn2ccnc2)cc1,-0.2,10,-12,-0.6
CC(C)COc1ccc(/C=C2/SC(=Nc3ccccc3)N(N(C)C)C2=O)cc1,0.1,-2,-6,-1.4
CCCN(CC1CC1)C1CCC(=O)N(Cc2ccc(F)cc2)CC1 (stereo not given),-0.1,-8,-10,-0.4
Cc1ccc(-n2cnc3cc(NCc4ccc(Cl)cc4)ccc32)cc1,1.0,-14,24,-1.2
CC(=O)Nc1cc(C(=O)NCCCN2CCOCC2)ccc1Sc1ccc(C)cc1,-0.2,-10,1,0.3
CCN(CC)c1ccc(/C=N/NC(=O)c2ccc(O)cc2)c(O)c1,-0.1,7,14,3.6
Cc1cccc(NC(=O)CC2C(=O)NCCN2C(=O)Nc2ccc(Cl)cc2)c1 (stereo not given),-0.1,11,11,2.1
O=C(CSc1ccnc(=O)[nH]1)Nc1ccc2c(c1)OCO2,0.8,14,30,0.1
O=S(=O)(Cc1ccccc1)NCC1CCCN(Cc2ccsc2)C1 (stereo not given),-0.2,5,-1,-0.9
CC1CCN(C(=O)Cc2c(C(=O)O)[nH]c3ccc(Cl)cc23)CC1,0.1,2,-3,-1.6
COc1ccccc1-c1nnc(SCC(=O)NC23CC4CC(CC(C4)C2)C3)o1,-0.2,5,3,-0.5
CC(=O)Nc1ccc(C(=O)NNC(=O)C(F)(F)F)cc1,-0.1,-4,-4,-0.5
CCN1CCN(CCCNC(=O)c2cc3c(=O)[nH]c4ccccc4c3s2)CC1,0.8,-9,-1,0.0
O=C(CCC1(Cc2ccc3c(c2)OCO3)CCC(=O)N1)NCCn1ccc2ccccc21 (stereo not given),0.0,0,-2,0.0
COc1cccc(-c2ccccc2NC(=O)C2CCN(Cc3cnn(C)c3)CC2)c1,0.1,-1,10,-0.8
COc1ccc(C(=O)NC2CCN(CC(=O)Nc3cccc(Cl)c3Cl)CC2)cc1,0.0,1,16,-0.9
CC(C)(C)S(=O)(=O)c1ccc(Br)cc1,0.3,-2,14,-0.1
COc1cc(CCNc2ccc3nnc(-c4ccccc4)n3n2)cc(OC)c1OC,0.8,28,7,1.2
COc1cc(CN2CCN(Cc3ccccc3)C(CCO)C2)c(Cl)cc1O (stereo not given),-0.1,3,7,-0.9
C/C(=N\NC(=O)c1cc(-c2cccs2)[nH]n1)c1cccc(O)c1,0.0,-7,-3,-1.6
Cc1cc2nnc(SCC(=O)c3ccc(Cl)c(Cl)c3)n2c2ccccc12,0.0,3,4,-1.0
Cc1ccccc1Nc1nc(C2(C)CC3(CC(COCC(C)C)OC3=O)C(=O)O2)cs1 (stereo not given),0.0,5,10,0.2
O=C(CSc1nnc(-c2ccc(F)cc2)o1)c1cccs1,0.1,-4,-2,-0.5
Cc1nnc(SCC(=O)Nc2nsc(-c3ccc(Cl)cc3)n2)s1,0.0,-7,14,-0.2
O=[N+]([O-])c1ccccc1C1CC(c2ccccc2)=NN1 (stereo not given),-0.1,40*,-3,0.8
COc1ccc(NC(=O)Cn2nnc(-c3ccccc3NC(=O)C3CC3)n2)cc1,0.0,7,4,-0.2
Cc1cc(C)nc(SCC(=O)N/N=C/c2cccc(O)c2)n1,0.4,6,15,-1.5
